OXTR potentiate: human OXTR potentiators, primary screen, fluorescence, CHO-OTR cells, Fluo-8 calcium. Fluo-8 calcium fluorescence, potentiator mode; 0% = oxytocin EC15, 100% = EC100. activation, % at 3 µM. actives 0.061% (n = 320,000). AID 2445, 2010;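 active = activation above that plate's cutoff, the mean activation of tested compounds plus 3 SD, cut at about 6.6% in these data, passing the limit was not always enough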;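 also: 100% uses oxytocin at 75 nM as the full agonist control; some results filed as inactive read as strong as hits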
Target sequence (P30559 whole entry, looked up): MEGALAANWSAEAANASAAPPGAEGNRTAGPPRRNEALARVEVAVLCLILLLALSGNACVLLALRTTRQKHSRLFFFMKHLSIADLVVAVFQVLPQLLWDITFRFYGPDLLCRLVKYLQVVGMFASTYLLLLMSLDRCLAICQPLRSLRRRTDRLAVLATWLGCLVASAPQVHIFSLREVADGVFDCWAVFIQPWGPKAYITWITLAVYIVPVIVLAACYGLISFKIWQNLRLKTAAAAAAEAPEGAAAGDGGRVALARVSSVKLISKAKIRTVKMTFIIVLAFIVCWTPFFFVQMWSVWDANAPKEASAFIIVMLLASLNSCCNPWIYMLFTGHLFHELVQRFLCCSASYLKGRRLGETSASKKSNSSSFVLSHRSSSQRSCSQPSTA
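Assay system: CHO cell line stably expressing human OTR | Also added: Oxytocin at about EC15, sub-maximal agonist stimulus | Times: Compound 6 min at room temperature before oxytocin, 100 s read | Measured by: Fluo-8 intracellular calcium fluorescence, ex 470-495, em 515-575 nm | Controls: EC15 oxytocin alone as 0%, 75 nM oxytocin as 100%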
CHO parental Ca: ATP-evoked calcium signal inhibitors, parental CHO, primary screen, counter-screen for OX1R antagonist project, cell-based, fluorescence, Fluo-8 calcium dye. parental CHO-K1, ATP-induced calcium, Fluo-8 fluorescence. inhibition, % at 5.6 µM. actives 0.63% (n = 330,000). AID 463079, 2010;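 active = inhibition above that plate's mean sample inhibition plus 3 SD, cut at about 26% in these data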;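 also: 0% = ATP-challenged DMSO wells and 100% = DMSO wells without ATP; some compounds past the cut are filed as inactive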
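material = parental CHO cells | also added = ATP as calcium-mobilizing challenge | dosing = single point at 5.6 µM | detection = intracellular calcium via Fluo-8 no-wash fluorescent dye | read-out = % inhibition | benchmarks = low control ATP plus DMSO, high control DMSO only | repeats = one well per compound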
V1aR counter: agonists of human V1a receptor, primary screen, counter-screen for OXTR agonist project, fluorescence, CHO-V1R cells. Vasopressin V1a receptor (Homo sapiens), P37288. Fluo-8 calcium fluorescence, agonist mode; 0% DMSO, 100% 3 nM vasopressin. activation, % at 3 µM. actives 0.25% (n = 320,000). AID 2797, 2010;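 active = activation above the mean activation of all tested compounds plus 3 SD, per screening run, cut at about 20% in these data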;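 also: signal is peak over basal fluorescence ratio across a 100 second FLIPR read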
Target sequence (P37288 whole entry, looked up): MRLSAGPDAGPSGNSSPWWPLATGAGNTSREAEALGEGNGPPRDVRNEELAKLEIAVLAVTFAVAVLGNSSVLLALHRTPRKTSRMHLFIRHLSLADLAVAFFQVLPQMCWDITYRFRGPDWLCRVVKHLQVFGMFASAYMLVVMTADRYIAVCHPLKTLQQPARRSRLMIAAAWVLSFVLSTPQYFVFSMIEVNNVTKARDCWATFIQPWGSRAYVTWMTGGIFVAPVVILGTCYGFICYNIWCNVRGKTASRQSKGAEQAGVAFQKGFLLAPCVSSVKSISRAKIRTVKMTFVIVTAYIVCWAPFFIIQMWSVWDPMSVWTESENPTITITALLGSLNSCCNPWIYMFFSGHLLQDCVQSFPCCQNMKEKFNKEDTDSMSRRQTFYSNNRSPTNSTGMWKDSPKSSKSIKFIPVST
* marks the source's active call; other numbers are inactive results. Only part of the results is shown; the hit share may differ from the screen's.

compound	OXTR potentiate	CHO parental Ca	V1aR counter
CC1(OC(=O)c2cnc3ccccc3n2)C(=O)C=C2C=C(c3ccc(C#N)cc3)OC=C2C1=O (configuration not stated)	-3.9	-7.5	0.9
Cc1cc(Cl)ccc1OCC(=O)n1cc(C(=O)c2cc(Cl)ccc2O)cn1	-1.6	2.8	0.9
CC(C)OC(=O)CC(=O)c1sc2nc3c(cc2c1N)CN(C)CC3	-6.4	-0.9	2.9
CCOC(=O)CNC(=O)c1cc(C)oc1C	-1.9	-3.5	0.7
CC1(O)C(=O)C=C2C=C(c3ccc(C#N)cc3)OC=C2C1=O (configuration not stated)	5.4	-5.5	1.0
C=C1c2ccc(C)cc2NC(=O)N1c1ccccc1	-4.2	-17.2	0.2
CC(C)c1ccccc1NC(=O)COc1ccc2c(=O)c(Oc3ccc4ccccc4c3)coc2c1	-11.0	-16.0	2.9
COC(=O)c1ccccc1NC(=O)CN1C(=O)C2CCCN2c2ncc(Cl)cc21 (configuration not stated)	-6.3	-19.2	0.4
COc1ccc(S(=O)(=O)N2CCC(N3CCN(c4ccccc4)CC3)CC2)cc1	2.0	-4.4	-0.4
CCC(=O)OC1(C)C(=O)C=C2C=C(CCCCNC(=O)OC(C)(C)C)OC=C2C1=O (configuration not stated)	-4.0	-7.0	0.7
CCCN(CC1CC1)C(=O)CSc1nnc(-c2ccco2)n1N	-3.4	12.1	-0.4
c1ccc(Oc2c3ccccc3nc3ccccc23)cc1	-8.2	-9.5	1.2
O=C(O)C1C2C=CC(O2)C1C(=O)Nc1ccc2c(c1)OCCO2 (configuration not stated)	-6.3	-6.3	0.9
O=C(Cn1nc(-c2ccc3c(c2)OCCO3)ccc1=O)Nc1ccc(N2CCOCC2)cc1	-1.9	-7.7	0.5
Cc1ccc2oc(=O)c3cc(C(=O)Nc4cc(-c5cccc(F)c5)no4)sc3c2c1	2.9	-9.4	1.4
C=CCC(NCc1ccco1)c1ccc(OC)cc1OC (configuration not stated)	-2.4	-17.7	-0.2
COc1ccc(C(=O)CSc2nc3c(c(=O)n(C)c(=O)n3C)n2C)cc1	-6.9	3.5	1.0
O=C(CN1C(=O)/C(=C\c2cccc(Cl)c2)Oc2ccccc21)N1CCN(c2ccccn2)CC1	-2.0	-22.8	-0.7
CCOc1cc(NC(=O)c2cnccn2)c(OCC)cc1NC(=O)c1cccc(F)c1	-0.2	-7.4	-0.8
COc1ccc(C2=CC3=CC(=O)C(C)(O)C(=O)C3=CO2)cc1 (configuration not stated)	0.7	0.8	0.5
O=C(O)COc1ccc(Cl)cc1CO	-1.3	-7.5	0.3
O=C(Nc1ccc(Cl)cc1)c1nc[nH]c1C(=O)NCCCNC(=O)c1[nH]cnc1C(=O)Nc1ccc(Cl)cc1	1.0	-8.9	0.1
Cc1cc(C)cc(NC(=O)Cn2cc3c(n2)CCCCC3)c1	2.8	-5.6	-1.3
O=C(Cn1c(=O)oc2cccnc21)Nc1ccccc1Oc1ccc(Cl)cc1Cl	-0.8	4.3	-0.6
CC(=O)OC[C@H]1O[C@@H](O/N=C/[C@@H](C)[C@H](OCc2ccccc2)C(C)C)[C@H](OC(C)=O)[C@@H](OC(C)=O)[C@@H]1OC(C)=O	-6.2	-29.0	-0.6
COc1ccc(CNC(=O)c2ccc(N3CCC4(CC3)CC(c3ccc(Cl)cc3)=NO4)c(N)c2)cc1	-10.4	-2.3	1.8
CC(C)CCNC(=O)[C@H](CC(C)C)NC(=O)[C@H]1O[C@@H]1C(=O)O	-3.7	-12.7	0.0
CCOC(=O)CCCCC(=O)c1[nH]c(=O)[nH]c1C[n+]1ccccc1	-7.3	-2.9	0.5
Cc1cc(C)c2[nH]c(O)c(N=NC(=O)c3cc4c(s3)CCCC4)c2c1	-10.9	-6.2	0.0
O=C(/C=C/c1cn(CC(O)CN2CCOCC2)c2ccccc12)c1cccs1 (configuration not stated)	-2.9	5.9	1.7
Cc1ccc(Nc2nc(-c3sc(NC(=O)c4cccc(Cl)c4)nc3C)cs2)cc1	-1.8	-4.4	1.0
CCn1nc(C)c(/C=C2\CCCC3=C2OC(N)=C(C#N)C3c2c(C)nn(CC)c2C)c1C (configuration not stated)	-16.5	-9.5	3.0
CC(C)[C@]1(c2ccc(Cl)cc2)ON(c2ccccc2C(F)(F)F)C1=O	-4.2	-15.3	0.3
N#Cc1ccc(Cl)cc1NC(=O)CSc1nc2nc(-c3cccs3)cc(C(F)(F)F)c2c(=O)[nH]1	-2.6	-7.7	-0.6
N#CCCN(Cc1cccnc1)C(=S)NC(=O)C1CC1	-16.5	-2.0	-0.3
Cc1ccc(CN2C(=O)C3CCCN3c3ccc(C#N)cc32)cc1 (configuration not stated)	2.4	-9.5	-0.9
COc1ccc(NC(=O)c2ccc(Cl)c(NC(=O)c3ccncc3)c2)cc1	1.6	-10.7	0.7
CCOc1ccc(-c2ccc(SCC(=O)N3CCN(c4ccccc4)CC3)nn2)cc1	-0.4	-5.0	-0.7
COC(=O)CCC(=O)c1ccc(OC)c(Cl)c1	-15.3	-6.7	0.1
COc1ccc(CNc2ccc3c(c2)CCC3)cc1OC	-3.0	-24.5	0.5
CC1(C)NC(=O)N(CC(=O)Nc2cc(S(=O)(=O)N3CCOCC3)ccc2N2CCOCC2)C1=O	-0.8	0.7	0.5
O=C(CSc1nnc(-c2ccncc2)n1CCc1ccccc1)N1CCCC1	5.2	-6.4	0.7
Cc1cc(C)nc(/N=C2\NC(=O)CC(C(=O)O)N2c2cccc(Cl)c2)n1 (configuration not stated)	-2.8	-4.7	1.2
CCCc1nnc(NC(=O)c2c(O)c3cccc4c3n(c2=O)CC4)s1	-2.4	17.8	2.2
O=S(=O)(NCc1cccs1)c1ccc(Br)s1	-7.2	-4.0	-1.0
C#CCOCCOCCOCCNc1nc(N2CCN(C(=O)C(Cc3ccc(O)cc3)n3cc(C(N)CC(C)C)nn3)CC2)nc(N2CCN(C(=O)C(Cc3cc4ccccc4[nH]3)n3cc(C(N)C(C)CC)nn3)CC2)n1 (configuration not stated)	3.4	-2.6	-0.4
O=C(COC(=O)c1cn(-c2ccccc2)nc1-c1ccccc1)c1ccc([N+](=O)[O-])cc1	-6.9	-6.3	-0.8
CCCCC(CC)CNC(=O)/C=C/c1ccc(F)cc1 (configuration not stated)	-9.4	-19.2	2.2
N#CCOc1ccc2oc(-c3ccco3)cc(=O)c2c1	-3.0	-7.5	1.3
O=C(Oc1ccc2c3c(c(=O)oc2c1)CCC3)c1ccccc1[N+](=O)[O-]	-9.6	0.7	0.2

Remaining list, next part
compound	OXTR potentiate	CHO parental Ca	V1aR counter
CN1C(=O)N(C)C2(c3ccccc3)Nn3c(s/c(=C/c4ccccc4F)c3=O)=NC12c1ccccc1 (configuration not stated)	-5.5	-20.1	0.6
O=[N+]([O-])c1ccc(-n2cccc2/C=N/Nc2nc(N3CCCCC3)nc(N3CCCCC3)n2)cc1	-3.5	-18.1	0.3
CC(C)c1ccc(C(=O)NNC(=O)C2C3CCC(C3)C2C(=O)O)cc1 (configuration not stated)	-5.9	-11.5	1.2
CC1(C)Cc2nc3sc(C(=O)O)c(N)c3cc2CS1	-8.7	-8.9	-0.8
COc1ccc(C2NC3=C(CCCC3)C(C#N)(C#N)C2(C#N)C#N)cc1 (configuration not stated)	-8.1	1.9	3.0
COc1ccc2c(c1)c(C(=O)CN1CCN(c3ccccc3)CC1)c(C)n2C	-6.3	-24.1	0.2
CCCN1C(=O)/C(=C2\SC(=S)N(c3c(C)n(C)n(-c4ccccc4)c3=O)C2=O)c2ccccc21	2.6	-7.0	-0.8
COc1cc(/C=C2/C(=O)N(c3ccc(Br)cc3)N=C2C)cc([N+](=O)[O-])c1O	-6.0	-1.9	1.3
O=c1/c(=C/c2ccc(O)cc2)sc2nc3cc(Br)cnc3n12	-4.7	-0.3	0.4
Cc1cc(C)cc(NC(=O)COc2ccc3c(C)c(Cc4ccccc4)c(=O)oc3c2)c1	-1.6	-16.7	0.3
O=C1Nc2ccc(Cl)cc2[C@@](C#CC2CC2)(C(F)(F)F)O1	-19.1	48.1*	-0.7
Cc1nnc(NC(=O)C2C3C=CC(O3)C2C(=O)O)s1 (configuration not stated)	-2.2	-4.1	0.8
Oc1ccc(O)c2c1C1c3ccccc3C2c2ccccc21	-13.5	-6.5	1.7
COC(=O)C/C=C/[C@@H](C)[C@@H](/C=N/O[C@@H](C)c1cn([C@H](CO)Cc2ccccc2)nn1)NS(=O)(=O)c1ccc(C)cc1	-16.8	-24.1	-0.3
CCOc1ccc(C2C=C(c3ccccc3)Nc3ncnn32)cc1 (configuration not stated)	-3.0	-15.9	-0.7
CCC(=O)c1c(OCc2ccccc2)ccc2c(C)cc(=O)oc12	-10.5	-10.4	-0.7
COc1cc(/C=C/C2=NC(=O)C(C)(C)O2)ccc1O	5.1	-2.8	1.5
CCOC(=O)c1ccccc1NC(=O)Cc1sc(-c2cccnc2)nc1-c1ccc(C)cc1	-5.3	-14.9	0.5
CC(C)=CCc1c(O)cc(O)c2c(=O)c3c(CC=C(C)C)c(O)ccc3oc12	-2.2	-2.1	0.9
CC(=O)N1CCc2cc(C(=O)CN3CCN(C(=O)c4ccco4)CC3)ccc21	0.1	-11.7	-0.1
CC(=O)c1cnc(Nc2nc(C)c3ccccc3n2)nc1C	-11.4	-17.6	-0.7
COc1ccc(Nc2nc(CN3CCOCC3)nc3sc4c(c23)CCC(C)C4)cc1OC (configuration not stated)	-1.5	-5.8	0.1
COc1cccc(-c2c(C#N)c(N)nc3c2c(=O)nc2sccn23)c1	-9.5	-3.8	-0.2
O=C1N/C(=C\c2nc3ccccc3s2)c2ccccc21	5.8	-9.1	-0.5
O=C(Nc1cccc(CCc2ccccn2)c1)c1ccc(Cl)cc1	1.8	-26.1	-1.0

Three entries from above, arranged by the value under OXTR potentiate, falling:
structure,OXTR potentiate
Cc1cc(C)cc(NC(=O)COc2ccc3c(C)c(Cc4ccccc4)c(=O)oc3c2)c1,-1.6
Cc1nnc(NC(=O)C2C3C=CC(O3)C2C(=O)O)s1 (configuration not stated),-2.2
CC(=O)c1cnc(Nc2nc(C)c3ccccc3n2)nc1C,-11.4

Next compounds.
compound	OXTR potentiate	CHO parental Ca	V1aR counter
Cc1ccc(-c2cc(=O)c3cc(Cl)ccc3[nH]2)cc1	2.5	2.6	0.3
COc1cc(/C=C2\SC(=S)NC2=O)ccc1OS(=O)(=O)c1ccccc1	-17.9	10.9	12.4
Nc1nonc1C(=O)N/N=C/c1ccc(-c2cccc(C(=O)O)c2)o1	-12.9	8.7	-0.3
CCOC(=O)N1CCN(C(=O)c2cn(CC)c3cc(N4CCN(C)CC4)c(F)cc3c2=O)CC1	1.3	12.3	0.2
CCCCn1c(=O)c(C(=O)N/N=C/c2ccc(F)cc2)c(O)c2ccccc21	7.1	-3.2	0.6
Cc1ccc2c(c1)SC1=NC(c3ccccc3)(C(F)(F)F)NC(=O)N12 (configuration not stated)	1.2	-5.3	-0.3
Cc1c(C(=O)O)c(C(=O)O)nc2ccc(N3CCOCC3)cc12	-14.5	12.8	0.7
COc1cccc(CN2C(=O)C3CCCN3c3ccc(S(=O)(=O)N4CCOCC4)cc32)c1 (configuration not stated)	-18.6	-13.5	-0.4
COc1ccc(NC(=S)Nc2ccc(C)c(S(=O)(=O)N3CCCCC3)c2)cc1	-6.7	-27.4	2.5
CCC1(C)OCC(Cn2c3ccccc3c3ccccc32)O1 (configuration not stated)	-3.9	-31.4	-1.0
Cc1c(Cl)cn2c(=O)cc(CN3CCN(c4ccc(F)cc4)CC3)nc2c1Cl	-14.8	-21.8	-1.0
CS(=O)(=O)NCc1ccccc1Br	-2.1	-3.9	-0.4
COC/C=C/C1=CC2=CC(=O)C(C)(OC(=O)c3cnc4ccccc4n3)C(=O)C2=CN1C1CCCCC1 (configuration not stated)	-1.7	-16.5	-0.3
COc1ccc2c(c1)OCC1=C2CCC2(C)C(=O)CC=C12 (configuration not stated)	-16.6	-9.6	3.0
CCC(Sc1nc2ccccc2c2nc3ccccc3n12)C(=O)NCc1ccco1 (configuration not stated)	3.5	-10.5	-0.2
CCOC(=O)c1c(COc2ccccc2)oc2ccc(O)cc12	-6.2	-14.0	0.3
C=CCc1cccc([C@@H]2[C@@H](C)CC[C@H]3C(=O)N4[C@@H](c5cc(OC)c(OC)c(OC)c5)c5[nH]c6ccccc6c5C[C@H]4C(=O)N23)c1	3.4	-17.5	-0.5
Brc1cccc(/C=N/Nc2nc(N3CCCCC3)nc(N3CCCCC3)n2)c1	-7.3	-7.5	-0.6
